Screening results deposited in PubChem BioAssay by National Center for Advancing Translational Sciences (NCATS).
CCT chaperon mod = changes cytosolic chaperonin activity; purified chaperonin ATPase assay, HTRF ADP detection, 30 min; activity change, % (no concentration beside the values), hits read low; 360,000 compounds, 0.3% hits; in the data active = activity change below about -30%; note: % is set by controls: 0 for no effect and ±100 for the full control effect
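TRiC (40 or 20 nM final, by batch activity) in 30 mM Tris pH 7.4, 100 mM KCl, 5 mM MgCl2, 1 mM DTT was treated with compound at 76 uM single dose, then 10 uM ATP, 30 min at 37 °C. ADP was read by HTRF Transcreener.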
PI5P4K alpha inh = PI5P4K alpha (human) kinase inhibition. PI5P4Kalpha enzyme, ADP-Glo luminescence, 60 min; hits give low values. max response, %. 330,000 compounds, 1.2% hits; active = max response of -50% or lower; inconclusive = between -30% and -50%; inactive = -30% or higher; note: value at the top dose of about 77 µM; % is set by controls: 0 for no effect and ±100 for the full control effect
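PI5P4Kalpha ADP-Glo assay; 5 microM ATP final; 60 min RT reaction; HEPES pH 7.4/EGTA/CHAPS, 5% DMSO; controls lacking substrate or enzyme; luminescent end-point.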
EPAC1 antagonist = EPAC1 (human) antagonism; EPAC1 GEF assay, Rap1b-BODIPY-GDP exchange fluorescence; Potency, µM (series often up to 115 µM), for inactives: top-dose activity change, negative = inhibition, hits mostly inhibitors; 360,000 compounds, 0.14% hits; AID 720709;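 note: potency is the fitted concentration of half-maximal effect; plate controls were vehicle for no effect and positive control for full effect; nearly all actives have a fitted effect of over 50% in size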
Target sequence (O95398 whole entry, looked up): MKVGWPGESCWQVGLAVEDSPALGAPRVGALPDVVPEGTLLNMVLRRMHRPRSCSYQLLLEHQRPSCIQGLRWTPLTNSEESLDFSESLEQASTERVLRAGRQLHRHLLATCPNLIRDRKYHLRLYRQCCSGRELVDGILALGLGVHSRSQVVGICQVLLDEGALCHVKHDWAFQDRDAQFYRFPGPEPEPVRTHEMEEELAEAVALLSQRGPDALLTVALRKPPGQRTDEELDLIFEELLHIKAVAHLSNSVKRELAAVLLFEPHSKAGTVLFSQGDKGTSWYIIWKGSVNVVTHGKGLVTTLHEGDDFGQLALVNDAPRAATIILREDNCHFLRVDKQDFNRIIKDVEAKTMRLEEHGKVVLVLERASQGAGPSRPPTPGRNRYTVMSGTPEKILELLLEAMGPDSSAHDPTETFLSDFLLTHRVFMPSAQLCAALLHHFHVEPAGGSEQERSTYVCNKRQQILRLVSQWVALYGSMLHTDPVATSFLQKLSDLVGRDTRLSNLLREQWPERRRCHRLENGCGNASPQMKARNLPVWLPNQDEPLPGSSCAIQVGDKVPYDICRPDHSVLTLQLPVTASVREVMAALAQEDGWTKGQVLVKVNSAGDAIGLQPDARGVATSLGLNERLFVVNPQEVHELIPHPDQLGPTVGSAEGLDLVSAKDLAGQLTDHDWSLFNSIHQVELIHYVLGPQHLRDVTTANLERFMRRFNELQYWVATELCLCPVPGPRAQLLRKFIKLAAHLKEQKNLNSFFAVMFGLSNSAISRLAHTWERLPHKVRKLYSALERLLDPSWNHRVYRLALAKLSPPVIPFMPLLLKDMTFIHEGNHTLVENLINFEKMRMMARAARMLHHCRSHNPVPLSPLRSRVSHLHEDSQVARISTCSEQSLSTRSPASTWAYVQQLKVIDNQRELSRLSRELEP
MmCpn inh = blocks the Methanococcus maripaludis chaperonin Mm-Cpn | purified Mm-Cpn ATPase, ADP Transcreener TR-FRET | AID 504842 | 330,000 compounds, 0.031% hits | Potency, µM (top dose mostly 76.9 µM), inactives show at the top dose activity, negative = inhibition, usual class: inhibitors; note: potency is the fitted concentration of half-maximal effect; % is set by controls: 0 for no effect and ±100 for the full control effect; nearly all actives have a fitted effect of over 80% in size
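Measured: ADP formation by purified Mm-CPN. Conditions: 25 nM protein, 10 uM ATP, Tris pH 7.4 with Mg2+, K+ and DTT, 37°C for 30 min. Detection: Transcreener HTRF after 30 min at room temperature.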
PLK1 PBD inh = blocks phosphopeptide binding to human PLK1 polo-box domain. Plk1 PBD binding of FITC phosphopeptide, fluorescence polarization. Potency, µM, for inactives: max response, negative = inhibition, hits mostly inhibitors. P53350. 360,000 compounds, 2.8% hits; note: potency is the fitted concentration of half-maximal effect; series mostly up to about 57 µM; % is set by controls: 0 for no effect and ±100 for the full control effect; nearly all actives have a fitted effect of over 65% in size
WRN helicase inh = WRN helicase (human) inhibition | 360,000 compounds, 0.46% hits | WRN helicase unwinding, fluorescent forked duplex, kinetic | Q14191 | Potency, µM (doses to about 114 µM), for the others: at the top dose activity change, negative = inhibition, actives largely listed as inhibitors; note: potency is the fitted concentration of half-maximal effect; % is set by controls: 0 for no effect and ±100 for the full control effect; nearly all actives have a fitted effect of over 55% in size
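WRN at 20 nM final preincubated with compound 15 min at room temperature; reaction started with 100 nM fluorophore/quencher forked duplex oligonucleotide and 2 mM ATP final. Unwinding followed kinetically by red fluorescence (ex 525, em 598 nm).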
EPAC1 ag = EPAC1 (human) agonism | O95398 | EPAC1 agonist qHTS, biochemical assay; response scale: 100% = response to 6.5 mM cAMP | Potency, µM (titrated, usually from 154 µM), for inactives: at the top dose activation, hits mostly activators | 360,000 compounds, 0.073% hits | AID 720707; note: potency is the fitted concentration of half-maximal effect; nearly all actives have a fitted effect of over 60% in size
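Read-out is the fluorescence drop as BODIPY-GDP leaves Rap1B (480 nm excitation, 540 nm emission), recorded every 5 minutes over 30 minutes. Reactions held 100 nM EPAC1, 250 nM Rap1B–BODIPY-GDP and 50 uM GDP, with 6.5 mM cAMP setting full activation.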
EPAC2 antag = EPAC2 (human) antagonism. 360,000 compounds, 0.18% hits. AID 720708. EPAC2 GEF exchange of Rap1B-BODIPY-GDP, fluorescence. Potency, µM (series often up to 114 µM), for inactives: at the top dose activity, negative = inhibition, hits mostly inhibitors. Q8WZA2; note: potency is the fitted concentration of half-maximal effect; % is set by controls: 0 for no effect and ±100 for the full control effect; nearly all actives have a fitted effect of over 45% in size; many of its hits are not listed in these tables
The depositor's hits bear a star; ? = inconclusive; / = no result given; [ ] = another dose, or the depositor's remark. Unless noted, calls come from the whole dose curve; as a rule, active = well fitted curve in the direction sought with a large enough effect; inconclusive = small, poorly fitted or top-dose-only effect, or another doubt; inactive = no such curve, though single readings can be large; an effect the other way counts as inactive or inconclusive.

CCT chaperon mod,PI5P4K alpha inh,EPAC1 antagonist,MmCpn inh,PLK1 PBD inh,WRN helicase inh,EPAC1 ag,EPAC2 antag,molecule
0.3,10,-3%,-2%,4%,-19%,-3%,13%,Cc1cc(NC(=O)CCCN2C(=O)/C(=C/c3cccs3)SC2=S)no1
-1.0,/,13%,-1%,-11%,10%,1%,10%,CCCOP(=O)(c1ccc(N(C)C)cc1)C(O)c1ccccc1OC (stereo not drawn)
2.1,3,-15%,-1%,-2%,-5%,4%,-2%,CCOC(=O)n1c(=O)n(Cc2ccc(F)cc2)c2ccccc21
1.3,-1,18%,?,0%,-3%[57.1 µM],-6%,6%,COc1ccc(CNC(=O)COc2cccnc2[N+](=O)[O-])cc1
-1.8,9,-5%,1%,-7%,2%[57.1 µM],2%,-1%,CNC(=O)N1CCC(C(=O)c2c(C)c(C)c(C)c(C)c2C)CC1
0.8,-5,6%,-22%,7%,12%,-19%,14%,COc1ccc(CNC(=O)C2CCN(S(=O)(=O)c3cccc4nsnc34)CC2)cc1
/,1,-10%,/,2%,8%,1%,12%,COCCCNC(=O)C[C@@H]1C[C@@]2(C(=O)OC)CCCCC=C2N(Cc2ccc3c(c2)OCO3)C1=O
-1.9,-30,14%,-3%,-25%,-24%,9%,-4%,CCOc1ccc(Cn2c(O)cc(=O)[nH]c2=O)cc1
2.4,-3,20%,-5%,?,11%,5%,10%,CCOc1ccc2nc(Cl)c(C3CC(c4ccco4)=NN3S(=O)(=O)c3ccccc3)cc2c1 (stereo not drawn)
-4.6,12,-10%,0%,-9%,-6%,-4%,-19%,CC(C)(C)C(=O)OCc1nc(-c2ccc3c(c2)OCCO3)cs1
1.7,2,11%,2%,-5%,-9%,5%,-9%,O=C(CCN1C(=O)/C(=C/c2ccccc2Cl)SC1=S)NN1CCOCC1
-1.8,-1,?,1%,-6%,?,4%,?,COc1cc(SC)ccc1C(=O)N1CCN(c2ccccc2)CC1
-2.0,-20,-9%,0%,-11%,-7%,4%,4%,CC(=O)Nc1ccc2c(CSc3nncs3)cc(=O)oc2c1
1.4,-4,-4%,1%,1%,-6%,8%,3%,O=C(CN(Cc1ccco1)C(=O)CCC(=O)Nc1ccccn1)NCc1ccccc1
-3.0,0,-22%,0%,?,-1%,-5%,6%,COc1ccc(NC(=O)COc2nsnc2N2CCOCC2)cc1
-17,1,1%,1%,3%,4%,0%,5%,O=C(C1CCN(S(=O)(=O)c2cccc3nsnc23)CC1)N1CCCCC1
-0.9,/,5%,2%,-5%,-2%,-6%,9%,CCOC(=O)c1c(C)[nH]c(C(=O)OCC(=O)NC(C)C)c1C
-3.0,-12,10%,3%,-9%,6%,-16%,0%,CCOC(=O)c1ccccc1NC(=O)C1CC(=O)N(C2CCCCC2)C1 (stereo not drawn)
-0.8,-6,-17%,-4%,-1%,-5%,-7%,-17%,CC1CCN(C(=O)CSCC(=O)Nc2nc(-c3cccs3)cs2)CC1
-7.9,-2,15%,0%,2%,1%,-7%,7%,CCOC(=O)N1CCN(c2c(N3CCc4ccccc43)c(=O)c2=O)CC1

One compound at a time, from the list above.
CC(=O)Nc1ccc2c(CSc3nncs3)cc(=O)oc2c1 reads CCT chaperon mod = -2.0; PI5P4K alpha inh = -20; EPAC1 antagonist = -9%; MmCpn inh = 0%; PLK1 PBD inh = -11%; WRN helicase inh = -7%; EPAC1 ag = 4%; EPAC2 antag = 4%
O=C(CCN1C(=O)/C(=C/c2ccccc2Cl)SC1=S)NN1CCOCC1 reads CCT chaperon mod = 1.7; PI5P4K alpha inh = 2; EPAC1 antagonist = 11%; MmCpn inh = 2%; PLK1 PBD inh = -5%; WRN helicase inh = -9%; EPAC1 ag = 5%; EPAC2 antag = -9%
O=C(C1CCN(S(=O)(=O)c2cccc3nsnc23)CC1)N1CCCCC1 reads CCT chaperon mod = -17; PI5P4K alpha inh = 1; EPAC1 antagonist = 1%; MmCpn inh = 1%; PLK1 PBD inh = 3%; WRN helicase inh = 4%; EPAC1 ag = 0%; EPAC2 antag = 5%

Other entries follow:
CCT chaperon mod,PI5P4K alpha inh,EPAC1 antagonist,MmCpn inh,PLK1 PBD inh,WRN helicase inh,EPAC1 ag,EPAC2 antag,molecule
5.2,1,2%,2%,4%,-11%,1%,7%,O=C(Nc1cccc(S(=O)(=O)N2CCOCC2)c1)c1ccc(=O)[nH]c1
-1.4,-28,-2%,-1%,-4%,-19%,5%,7%,COc1ccc(-c2cc(=O)n(-c3ccc([N+](=O)[O-])cc3)[nH]2)cc1
-0.1,1,-2%,1%,0%,-7%,-6%,-2%,CNC(=O)c1ccc(NC(=O)c2ccc3c(=O)n4c(nc3c2)CCC4)cc1
-0.2,-11,16%,-2%,-5%,-2%,-3%,3%,O=[N+]([O-])c1cc2c(c(CSc3nnc(Nc4ccccc4)s3)c1)OCOC2
0.1,-29,5%,1%,?,-34%,4%,-9%,O=c1cc(C(F)(F)F)[nH]c(=S)n1-c1ccccc1
-2.1,-4,8%,0%,-14%,-1%,14%,3%,O=C(O)c1ccccc1C(=O)c1ccc(N2CCOCC2)c([N+](=O)[O-])c1
-0.8,-9,4%,0%,-9%,-23%,5%,10%,Cc1cc2ncn(C(=O)c3ccc4c(c3)OCO4)c2cc1C
0.8,-19,-2%,-17%,12µM*,8%,3%,1%[57.1 µM],O=C(c1ccco1)N1CCN(Cc2nnnn2CC2CCCO2)CC1 (stereo not drawn)
1.8,3,6%,-4%,-1%,-7%,7%,4%,Clc1ccc(Nc2ccccc2)nn1
-0.9,-4,-24%,0%,-1%,8%,-9%,-13%,C=Cc1ccc(Cn2c(=O)n(C)c(=O)c3sccc32)cc1
1.1,1,-8%,0%,-18%,0%,0%,-21%,CCOC(=O)N1CCC(NS(=O)(=O)c2ccc(C#N)cc2)CC1
1.1,?,-14%,-2%,15µM*,0%,10%,-2%,O=C(c1cc2ccccc2oc1=O)N(Cc1cccs1)Cc1cccs1
1.0,-2,-2%,1%,-7%,0%,1%,10%,COc1ccc(-c2nc(SC(C)C(=O)c3c(N)n(C)c(=O)n(C)c3=O)n[nH]2)cc1 (stereo not drawn)
-1.2,11,2%,0%,-14%,-1%,2%,0%,Cc1csc(SCC(=O)N(C)c2c(N)n(Cc3ccccc3)c(=O)[nH]c2=O)n1
-0.8,-2,3%,1%,-1%,4%,-11%,5%,Cc1cccc(CN2CCCC(C(=O)N3CCCCC3)C2)c1 (stereo not drawn)
1.1,0,14%,-1%,0%,2%,-7%,2%,Cc1cc(C)c(NC(=O)COC(=O)CCc2ccc(S(=O)(=O)N3CCCCC3)cc2)c(C)c1
0.0,-1,-13%,-3%,-11%,-8%,12%,-11%,COc1ccc(OC)c(C(=O)COC(=O)C(CCSC)NC(=O)COc2ccccc2)c1 (stereo not drawn)
-2.0,-7,-14%,-2%,-8%,8%,5%,3%,O=c1[nH][nH]c(C(F)(F)F)c1/C=N/N1CCOCC1
-1.4,1,?,2%,-7%,-9%,8%,-27%,Cc1ccc(S(=O)(=O)Nc2cc(C(F)(F)F)ccc2N2CCOCC2)c(C)c1
-1.1,-1,-2%,-2%,-7%,4%,-13%,-3%,COc1ccc(CCn2ccc(O)c(Cc3c(F)cccc3Cl)c2=O)cc1OC
-1.1,2,9%,3%,-17%,8%,-6%,-3%,S=C(Nc1ccc(Br)cc1Cl)NC1CCN(Cc2ccccc2)CC1
-0.6,-1,-4%,-1%,-16%,-5%,-4%,-7%,CCN(CC)C(=O)c1[nH]cnc1C(=O)Nc1cccc(C)c1
-1.0,2,0%,1%,-9%,-2%,-8%,3%,C1=CCN(Cc2ccccc2)C1
-1.9,4,9%,0%,-6%,5%,-5%,0%,COc1ccccc1-c1ocnc1C(=O)N1CCN(S(=O)(=O)c2ccc(NC(C)=O)cc2)CC1
-2.8,-13,3%,/,1%,-5%,-1%,2%,COc1ccc(N(CC(=O)NC2CC3CCC2C3)S(=O)(=O)c2ccc(C)cc2)cc1Cl (stereo not drawn)
1.0,-2,10%,/,-12%,8%,3%,7%,Cn1nc(C(C)(C)C)cc1N1C(=O)CCC1(C)C(=O)NC1CCCC1 (stereo not drawn)
0.9,-4,34%[activator],0%,-14%,4%,6%,-2%,Cc1nsc2c1ccc1ccccc12
0.1,11,-12%,1%,2%,-1%,-9%,2%,CCOC(=O)N1CCC(NC(=O)C(NS(=O)(=O)c2ccc3c(c2)CCN3C(=O)CC)C(C)C)CC1 (stereo not drawn)
0.1,5,-27%,-2%,-9%,-26%,-1%,4%,CCCCCCCc1n[nH]c(=S)n1Cc1ccccc1
-2.1,-3,3%,-3%,-11%,5%,4%,14%,C=CCNC(=O)CC(=O)N/N=C/c1ccc(F)cc1

A different layout for part of the listing above.
Screens in order – CCT chaperon mod	PI5P4K alpha inh	EPAC1 antagonist	MmCpn inh	PLK1 PBD inh	WRN helicase inh	EPAC1 ag	EPAC2 antag
COc1ccc(N(CC(=O)NC2CC3CCC2C3)S(=O)(=O)c2ccc(C)cc2)cc1Cl (stereo not drawn)
→ -2.8	-13	3%	/	1%	-5%	-1%	2%
Cn1nc(C(C)(C)C)cc1N1C(=O)CCC1(C)C(=O)NC1CCCC1 (stereo not drawn)
→ 1.0	-2	10%	/	-12%	8%	3%	7%

Going on with the list:
CCT chaperon mod,PI5P4K alpha inh,EPAC1 antagonist,MmCpn inh,PLK1 PBD inh,WRN helicase inh,EPAC1 ag,EPAC2 antag,molecule
0.6,-1,15%,1%,-14%,15%,8%,5%,Cc1ccccc1OCC(=O)N(CC(C)C)c1c(N)n(CC(C)C)c(=O)[nH]c1=O
-0.2,-1,8%,-1%,3%,-1%,-7%,5%,CCN(Cc1ccccc1)C(=O)COC(=O)CNC(=O)c1ccc(C)s1
-1.7,0,3%,-4%,-8%,-5%,6%,-5%,O=S(=O)(NCCc1ccccc1)c1ccc(-n2cnnn2)cc1
-0.3,-10,-15%,3%,-11%,1%,-9%,-12%,CN(CC(=O)Nc1ccc(Cl)c(C(F)(F)F)c1)C(=O)c1ccc2c(c1)NC(=O)CS2
-1.6,1,2%,/,0%,5%,8%,6%,CC(=NNC(=S)N1CC2CCC(CC2)C1)c1ccccn1
-0.3,-22,8%,/,-7%,6%,-6%,?,CC(=NNC(N)=S)c1ccc2cc3c(cc2c1)OCO3

Some of the compounds tested (hit frequency here may not be typical).
